L3MBTL1 block = qHTS Assay for the Inhibitors of L3MBTL1; Lethal(3)malignant brain tumor-like protein 1 (Homo sapiens), Q9Y468; AlphaScreen L3MBTL1–H3K9me1 peptide binding; Potency, µM (titrated, usually from 57.1 µM), for the others: at the highest dose activity, negative = inhibition, usual class: inhibitors; 230,000 tested, 0.66% active; AID 485360, 2010; further: nearly all actives have a fitted effect of over 60% in size
Target sequence (Q9Y468 whole entry, looked up): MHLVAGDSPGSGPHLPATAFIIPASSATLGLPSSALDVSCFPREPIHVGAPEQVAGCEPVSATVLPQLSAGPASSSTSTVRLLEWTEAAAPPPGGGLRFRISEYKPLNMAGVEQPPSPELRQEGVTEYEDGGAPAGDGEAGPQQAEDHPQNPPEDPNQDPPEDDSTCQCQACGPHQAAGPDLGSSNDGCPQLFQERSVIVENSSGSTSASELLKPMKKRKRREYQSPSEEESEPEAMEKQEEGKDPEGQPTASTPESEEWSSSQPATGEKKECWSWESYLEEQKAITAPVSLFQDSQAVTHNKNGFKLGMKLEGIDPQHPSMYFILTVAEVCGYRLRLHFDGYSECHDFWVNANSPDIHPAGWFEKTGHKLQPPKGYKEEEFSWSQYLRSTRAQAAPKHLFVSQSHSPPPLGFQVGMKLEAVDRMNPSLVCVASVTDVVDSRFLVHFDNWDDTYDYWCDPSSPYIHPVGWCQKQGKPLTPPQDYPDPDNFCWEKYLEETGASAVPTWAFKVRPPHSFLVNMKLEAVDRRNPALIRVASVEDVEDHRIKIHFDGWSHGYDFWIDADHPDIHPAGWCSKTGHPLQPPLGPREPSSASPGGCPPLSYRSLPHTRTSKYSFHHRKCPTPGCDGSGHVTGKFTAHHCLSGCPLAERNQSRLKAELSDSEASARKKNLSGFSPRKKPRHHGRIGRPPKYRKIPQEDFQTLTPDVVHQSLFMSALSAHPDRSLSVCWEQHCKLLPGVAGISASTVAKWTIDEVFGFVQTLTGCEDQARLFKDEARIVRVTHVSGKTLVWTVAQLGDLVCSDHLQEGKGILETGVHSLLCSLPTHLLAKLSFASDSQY
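AlphaScreen assay: L3MBTL1 (50 nM final) was preincubated 30 min at room temperature with biotinylated H3(1-15)K9me1 peptide (75 nM final), then 30 min with library compounds; streptavidin donor and nickel chelate acceptor beads (10 ug/mL final) added, 30 min dark.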
KDM4E inh = qHTS Assay for Inhibitors of Human Jumonji Domain Containing 2E (JMJD2E). Lysine-specific demethylase 4E (Homo sapiens), B2RXH2. JMJD2E catalytic domain, FDH-coupled NADH fluorescence (FDH is formaldehyde dehydrogenase). Potency, µM (doses to about 57.1 µM), for inactives: top-dose activity change, negative = inhibition, actives largely listed as inhibitors. 230,000 tested, 1.6% active. AID 2147, 2009; active means well fitted inhibition curve with a large enough effect, not every such curve was filed as active; inconclusive means small, poorly fitted or top-dose-only effect, or another doubt; inactive means no such curve, though single readings can be large or run the other way;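 further: 0% = wells with enzyme and -100% = buffer wells without enzyme; nearly all actives have a fitted effect of over 50% in size; many of its hits are not listed in these tables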
GoLoco inh red = qHTS Assay for Inhibitors of RGS12 GoLoco Motif Activity (Red Fluorophore). Guanine nucleotide-binding protein G(i) subunit alpha-1 (Homo sapiens), P63096. Gai1:RGS12 GoLoco peptide FP, rhodamine, 10 min. Potency, µM (top dose mostly 61.6 µM), for inactives: at the highest dose activity, negative = inhibition, hits mostly inhibitors. 230,000 tested, 0.44% active. AID 880, 2007; active means well fitted inhibition curve with a large enough effect, not every such curve was filed as active; inactive means no such curve, though single readings can be large or run the other way; further: nearly all actives have a fitted effect of over 30% in size; many of its hits are not listed in these tables
TRb-SRC2 inh = qHTS for Inhibitors of the Interaction of Thyroid Hormone Receptor and Steroid Receptor Coregulator 2; TRbeta-SRC2 peptide binding, fluorescence polarization; receptor liganded with 1 µM T3; Potency, µM (series often up to 106 µM), for inactives: top-dose activity change, negative = inhibition, usual class: inhibitors; 280,000 tested, 0.065% active;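 further: plate controls were bound peptide for no effect and peptide without receptor for full effect; nearly all actives have a fitted effect of over 50% in size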
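Human TRb LBD (0.6 uM) plus Texas Red-labeled SRC2 peptide (20 nM), 1uM T3, 5% DMSO, 5 hr at ambient temperature. Decreased polarization (555/632 nm) flags inhibition; data normalized to free and bound peptide controls.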
TR SRC2 fluor cs = Total Fluorescence Counterscreen for Inhibitors of the Interaction of Thyroid Hormone Receptor and Steroid Receptor Coregulator 2; 280,000 tested, 0.29% active; AID 1479, 2009; Potency, µM (highest dose often 106 µM), inactives show top-dose fluorescence change, negative = quenching; TRb/SRC2 Texas Red total fluorescence interference; active means well fitted curve in either direction with a large enough effect; inconclusive means small, poorly fitted or top-dose-only effect
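Human TRβ ligand-binding domain (0.6 uM) and Texas Red SRC2 peptide (20 nM) in Tris buffer with 1 uM T3 and 5% DMSO were incubated with pinned compound for 5 hr at ambient temperature. Total fluorescence was computed as S + 2P (555/632 nm).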
Tau ThT inhib = qHTS for Inhibitors of Tau Fibril Formation, Thioflavin T Binding | AID 1460, 2008 | 270,000 tested, 2.1% active | Microtubule-associated protein tau (Homo sapiens), P10636 | recombinant tau K18 P301L, heparin-induced fibrillization, ThT fluorescence | Potency, µM (doses to about 57.4 µM), for the others: at the highest dose activity, negative = inhibition, usual class: inhibitors; further: nearly all actives have a fitted effect of over 55% in size
Target sequence (P10636 561-689 P618L limits assumed): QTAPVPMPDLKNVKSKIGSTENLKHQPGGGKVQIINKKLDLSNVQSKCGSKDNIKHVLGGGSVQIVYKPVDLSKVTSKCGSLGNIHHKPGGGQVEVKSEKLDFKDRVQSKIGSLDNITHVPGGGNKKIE
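Recombinant human tau K18 fragment […] carrying P301L, 15 uM unlabeled plus 0.24 uM Alexa 594-labeled, was fibrillized with 20 uM heparin in 100 mM sodium acetate pH 7 for 6 hr at 37 C; 30 uM ThT fluorescence read after 1 hr.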
Tau FP inhib = qHTS for Inhibitors of Tau Fibril Formation, Fluorescence Polarization; Microtubule-associated protein tau (Homo sapiens), P10636; K18 P301L tau heparin fibrillization, Alexa594 FP, 6 h; Potency, µM (top dose mostly 57.7 µM), inactives show top-dose activity, negative = inhibition, most hits filed as inhibitors; 280,000 tested, 0.39% active; further: nearly all actives have a fitted effect of over 55% in size
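Heparin (20 uM) drove fibril formation of recombinant tau K18 P301L, 15 uM unlabeled with 0.24 uM Alexa 594 label, for 6 hr at 37 C in 100 mM sodium acetate pH 7. Fluorescence polarization (555/632 nm) read 1 hr after 30 uM ThT.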
RECQ1 helicase = qHTS Assay for Inhibitors of RecQ-Like Dna Helicase 1 (RECQ1). ATP-dependent DNA helicase Q1 (Homo sapiens), P46063. RECQ1 DNA unwinding, red fluorescence kinetic read. Potency, µM (titrated, usually from 57.3 µM), without a hit: at the top dose activity, negative = inhibition, most hits filed as inhibitors. 240,000 tested, 0.54% active. AID 2549, 2010;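 further: plate controls were vehicle for no effect and no enzyme for full effect; nearly all actives have a fitted effect of over 30% in size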
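RECQ1T1 50 nM; forked duplex (20 bp + 30-nt ss tails) 200 nM, ATP 2 mM final; pH 8.0, 2 mM MgCl2, 2.5 ug/ml poly(dI-dC); 15 min compound preincubation; discontinuous kinetic read over 2 h at RT.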
The depositor's hits bear a star; i = inactive; ? = inconclusive; . = not tested or not shown; & = joins results of further samples. Unless noted, the call rests on the fitted dose curve; in most records, active means well fitted curve in the direction sought with a large enough effect; inconclusive means small, poorly fitted or top-dose-only effect, or another doubt; inactive means no such curve, though single readings can be large; an effect the other way counts as inactive or inconclusive. Unless noted, on the % scale 0 is the no-effect control and ±100 the full control effect; potency means the concentration at half of the fitted maximal effect.

SMILES | L3MBTL1 block | KDM4E inh | GoLoco inh red | TRb-SRC2 inh | TR SRC2 fluor cs | Tau ThT inhib | Tau FP inhib | RECQ1 helicase
OCCCNc1cc(-c2ccnc(Nc3cccc(Cl)c3)n2)ccn1 | . | -26% | 3% | 13% | -2% | ? | 0% | i
COc1cc(C(CC(=O)N2CCN(c3ccccc3)CC2)c2c(OC)cc(OC)c3ccc(=O)oc23)cc(OC)c1OC (stereo not given) | . | ? | 6% | -2%&4% | -1%&-1% | ? | 17% | -5%
CC1CC(C)CN(CCCCOc2ccc([N+](=O)[O-])cc2)C1 (stereo not given) | -1% | ? | -13% | -6% | 1% | -10% | 1% | 3%
O=C(CN(C(=O)Cn1nnc(-c2ccccc2F)n1)c1cccc2c1CCCC2)NCc1ccccc1 | -5% | 4% | 6% | -2% | 0% | -20% | 6% | -1%
COCCCNC(=O)CN(c1cc([N+](=O)[O-])ccc1OC)S(C)(=O)=O | 3% | 0% | 3% | -5% | -3% | -3% | -13% | -2%
Cc1ccc(C2=NC(c3ccccc3)=Nc3ccc(Cl)cc3N2)cc1 | . | . | . | 5% | -1% | ? | -11% | .
CC1(C)N([O-])C2=C(CCCC2)[N+]1=O | ? | ? | 0% | 3% | -14% | ? | ? | i
Cc1cccc(NC(=O)c2cc3c(=O)n4ccccc4nc3n(CC(C)C)c2=N)c1 | . | ? | 14% | -4% | -1% | -1% | -4% | 0%
O=C(/C=C/c1ccco1)NC(=S)Nc1cc(C(F)(F)F)ccc1N1CCOCC1 | -2% | -12% | 3% | ? | -4% | -11% | -9% | -8%
O=P1(O)Oc2c(c(-c3ccccc3)cc3ccccc23)-c2c(-c3ccccc3)cc3ccccc3c2O1 | . | -4% | -8% | 4% | 1% | 6% | 1% | ?
O=C(NCc1cccnc1)C1CCCCN1S(=O)(=O)c1ccc(F)cc1 (stereo not given) | 3% | 0% | 0% | -4% | 2% | -4% | -3% | -10%
O=C(NCCC1=CCCCC1)c1ccc(=O)oc1 | 10% | 6% | -4% | -7% | 1% | 9% | 5% | i
COc1ccc(N2CCN(C(c3ccc4ncccc4c3)c3nnnn3C(C)C)CC2)cc1 (stereo not given) | . | 6% | 0% | 4% | -4% | . | 4% | -15%
Cc1ccc(CNC(=O)c2ccc3nc(N4CCCCC4)sc3c2)cc1 | . | . | . | -4% | -1% | 8% | -3% | .
Cc1ccc(C(=O)Nc2c(C)n(C)n(-c3ccccc3)c2=O)cc1 | 4% | -29% | 9% | 5% | -2% | -5% | -1% | -6%
Cc1ccc2c(=O)c(C(=O)c3ccc(Cl)cc3)cn(CC(=O)Nc3ccc4c(c3)OCCO4)c2n1 | . | . | . | 3% | -4% | -14% | -15% | .
O=C(Cn1cc(SCc2ccc(F)cc2)c2ccccc21)N1CCCC1 | . | . | . | -6% | 1% | ? | 2% | .
CCOC(=O)C(NC(=O)NCc1cccc(C(F)(F)F)c1)(OCC)C(F)(F)F (stereo not given) | 14% | ? | 5% | 3% | 5% | -13% | 5% | -2%
O=C(NCC(=O)N(CC1CCCO1)C1(C(=O)NC2CCCCC2)CCCCC1)c1ccccc1 (stereo not given) | . | -6% | 2% | -2% | 2% | -15% | -4% | -14%
Cc1cccc(NC(=O)C23CCC(C)(/C(=N/O)C2)C3(C)C)c1 (stereo not given) | 3% | 5% | 7% | 3% | 2% | -3% | 12% | -10%

Complete entries from above. Screens in order: L3MBTL1 block | KDM4E inh | GoLoco inh red | TRb-SRC2 inh | TR SRC2 fluor cs | Tau ThT inhib | Tau FP inhib | RECQ1 helicase
Cc1ccc(C2=NC(c3ccccc3)=Nc3ccc(Cl)cc3N2)cc1 across the screens: . | . | . | 5% | -1% | ? | -11% | .
Cc1ccc2c(=O)c(C(=O)c3ccc(Cl)cc3)cn(CC(=O)Nc3ccc4c(c3)OCCO4)c2n1 across the screens: . | . | . | 3% | -4% | -14% | -15% | .

Next structures.
SMILES | L3MBTL1 block | KDM4E inh | GoLoco inh red | TRb-SRC2 inh | TR SRC2 fluor cs | Tau ThT inhib | Tau FP inhib | RECQ1 helicase
O=C(CCSCc1ccccc1Cl)NCc1ccc(F)cc1Cl | . | . | . | 2% | 0% | -9% | 2% | .
Cc1cccc(C)c1N(CC(=O)NCc1ccc(F)cc1)C(=O)c1csnn1 | . | 3% | -1% | 9% | 0% | -9% | -3% | i
O=S(=O)(c1ccc(Br)cc1)N1CCN=C1SCc1cccnc1 | . | 3% | 1% | -2% | 0% | 4% | 4% | -6%
COc1ccccc1C(N)=S | -1% | 3% | 9% | -2% | -1% | 6% | -6% | i
Cn1c(=O)oc2cc(S(=O)(=O)NC3CCCCCCC3)ccc21 | 5% | -2% | -4% | -13% | 1% | -12% | -6% | -5%
Cc1c(C(=O)NCC2CCCO2)cccc1[N+](=O)[O-] (stereo not given) | 12% | 2% | -14% | 0% | -7% | 5% | -4% | -8%
CCN1CCN(CCC2Oc3cc([N+](=O)[O-])ccc3NC2=O)CC1 (stereo not given) | -7% | -4% | -9% | -8% | -9% | -20% | 7% | -12%
COC1CCCCC1NS(=O)(=O)c1ccccc1 (stereo not given) | 0% | 2% | 7% | -1% | 0% | 1% | 7% | 2%
CCOC(=O)c1sc(=NC(=O)/C=C/c2ccccc2)n(C)c1C | -5% | 1% | 6% | 9% | -2% | -10% | -9% | -21%
c1ccc(Cc2nnc3sc(-c4ccc5c(c4)OCCO5)nn23)cc1 | -4% | ? | 16% | 6% | 2% | ? | 1% | -5%

Results in TR SRC2 fluor cs, RECQ1 helicase and Tau ThT inhib, for six of the compounds above:
| SMILES | TR SRC2 fluor cs | RECQ1 helicase | Tau ThT inhib |
| --- | --- | --- | --- |
| Cc1cccc(C)c1N(CC(=O)NCc1ccc(F)cc1)C(=O)c1csnn1 | 0% | i | -9% |
| O=S(=O)(c1ccc(Br)cc1)N1CCN=C1SCc1cccnc1 | 0% | -6% | 4% |
| COc1ccccc1C(N)=S | -1% | i | 6% |
| Cn1c(=O)oc2cc(S(=O)(=O)NC3CCCCCCC3)ccc21 | 1% | -5% | -12% |
| Cc1c(C(=O)NCC2CCCO2)cccc1[N+](=O)[O-] (stereo not given) | -7% | -8% | 5% |
| CCN1CCN(CCC2Oc3cc([N+](=O)[O-])ccc3NC2=O)CC1 (stereo not given) | -9% | -12% | -20% |

Next section.
SMILES | L3MBTL1 block | KDM4E inh | GoLoco inh red | TRb-SRC2 inh | TR SRC2 fluor cs | Tau ThT inhib | Tau FP inhib | RECQ1 helicase
COC(=O)C1CN(S(=O)(=O)c2ccc(C)cc2)CCN1S(=O)(=O)c1ccc(C)cc1 (stereo not given) | 7% | 4% | 1% | -13% | 0% | 4% | 5% | -16%
CCOc1ccc(-n2c(N)c(C(=O)NCC3CCCO3)sc2=S)cc1 (stereo not given) | -6% | -6% | -7% | -18% | -3% | -9% | 4% | 1%
O=C(c1cnn(C(=O)c2cccc(S(=O)(=O)N3CCOCC3)c2)c1)c1ccccc1O | 10% | 6% | 1% | -5% | 0% | -5% | 10% | -4%
CCCCn1c(CN2CCN(C(=O)OCC)CC2)nc2c1c(=O)[nH]c(=O)n2C | -5% | 4% | 4% | -9% | -3% | -6% | -4% | -2%
Cc1ccc(-n2ncc3c(N4CCCCCC4)ncnc32)cc1Cl | . | . | . | 2% | -1% | -11% | -12% | .
CC(=O)CCc1ccccc1 | 2% | . | -20% | -3% | 1% | . | . | 3%
CNC(=O)NC(=O)C(C)N1CCN(C/C=C/c2ccccc2)CC1 (stereo not given) | . | 1% | 3% | 2% | -1% | -11% | 8% | -5%
O=c1[nH]c(CN2CCC(c3nc4ccccc4s3)CC2)nc2sc3c(c12)CCC3 | 5% | 2% | 8% | 10% | 2% | -1% | -2% | -6%
Cc1ccc(NC(=O)C(=O)NCC(c2cccnc2)N2CCN(C)CC2)cc1 (stereo not given) | . | . | . | -9% | 3% | ? | 0% | .
Cc1c(O)ccc(-c2[nH]ncc2-c2nc3ccccc3s2)c1O | . | -15% | -9% | -1% | -1% | -18% | -3% | -6%
COC(=O)[C@@]1(Cc2ccc(F)cc2)[C@H]2c3cc(C(=O)N4CCCC4)n(CCSCCO)c3C[C@H]2CN1C(=O)c1ccccc1 | . | -5% | 3% | 4% | -3% | ? | 5% | i
O=C(COc1ncnc2ccc(Br)cc12)NCc1ccco1 | . | 4% | 6% | -2% | 1% | 3% | -3% | i

Not all compounds are listed (hit frequency here may not be typical).
